Dyrk1A ADPGlo: blocks rat Dyrk1A kinase activity; Q63470; ADP-Glo luminescence, NFATc1 peptide; inhibition, % at 12.5 µM; hit rate 0.43% among 310,000; AID 504441; in the data active = inhibition above about 50%;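 note: plate controls were vehicle with enzyme for no effect and no enzyme for full effect; many of its hits are not listed in these tables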
RGS4 inh: inhibitors of human RGS4; P49798; HEK293 M3R/RGS4 inducible, Fluo-4 calcium flux; active compounds read high; triggered by carbachol at its EC20; B-score at 10 µM; hit rate 0.45% among 310,000; AID 463165;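 active = B-score, a plate-corrected calcium signal, over three deviations above library mean, with baseline fluorescence within five deviations of library mean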;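 note: RGS4 expression induced by doxycycline in cells with stable M3 receptor; B-score is computed from the integrated fluorescence ratio over baseline after carbachol; higher B-score means a larger calcium signal and so more RGS4 inhibition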
Target sequence (P49798 whole entry, looked up): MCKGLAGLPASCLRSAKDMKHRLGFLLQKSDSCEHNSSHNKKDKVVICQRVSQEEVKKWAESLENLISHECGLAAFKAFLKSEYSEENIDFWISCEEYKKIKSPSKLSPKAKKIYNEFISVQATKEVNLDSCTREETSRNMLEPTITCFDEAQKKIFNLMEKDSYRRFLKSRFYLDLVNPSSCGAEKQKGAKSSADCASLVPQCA
GSK3B inh: blocks human GSK3beta kinase activity; P49841; GST-GSK3beta kinase, ADP-Glo luminescence, 60 min; active compounds read low; activity score (negative = inhibition), % at 10 µM; hit rate 0.038% among 300,000; AID 2097;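 active = more than half of replicate wells score below -50%, meaning over 50% inhibition versus plate controls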;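 note: 0% = median DMSO wells and -100% = median GW8510 positive control wells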
Target sequence (P49841 whole entry, looked up): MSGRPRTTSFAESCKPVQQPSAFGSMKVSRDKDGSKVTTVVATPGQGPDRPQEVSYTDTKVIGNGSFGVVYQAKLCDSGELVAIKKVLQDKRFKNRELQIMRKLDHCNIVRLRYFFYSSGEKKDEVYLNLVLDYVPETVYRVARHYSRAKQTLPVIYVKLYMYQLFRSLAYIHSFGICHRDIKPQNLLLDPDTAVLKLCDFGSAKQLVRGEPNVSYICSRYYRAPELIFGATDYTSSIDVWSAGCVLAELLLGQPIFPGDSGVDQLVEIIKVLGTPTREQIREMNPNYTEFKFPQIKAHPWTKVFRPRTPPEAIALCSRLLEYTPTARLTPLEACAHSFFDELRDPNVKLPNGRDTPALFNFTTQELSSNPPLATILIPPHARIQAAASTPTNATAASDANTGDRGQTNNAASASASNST
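Test system: GST-tagged human GSK3beta kinase, cell-free; evaluation: activity score scaled between in-plate DMSO and GW8510 controls; measured by: ADP-Glo luminescence; incubation: 60 min reaction, RT; benchmarks: DMSO and 20 µM GW8510; reagent: peptide substrate plus 25 µM ATP (final); medium: Tris/MgCl2 kinase buffer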
KCNQ1 act: potentiators or activators of human KCNQ1 potassium channel; CHO-K1 KCNQ1, thallium flux FluxOR fluorescence; active compounds read high; B-score at 10 µM; hit rate 0.35% among 310,000; AID 2648;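 active = fluorescence ratio B-score, a plate-corrected score, at least three library SD, with initial intensity B-score within 5 SD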
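Assay system: stable KCNQ1 CHO-K1 line; medium: assay buffer, equal DMSO in all wells; timing: 90 min dye loading and 20 min compound exposure, both at room temperature; technique: kinetic FluxOR thallium fluorescence, 10-s 1-Hz baseline, 110-s post-stimulus read; read-out basis: B score of baseline-normalized fluorescence ratio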
hERG rescue: shields human hERG channel from block by proarrhythmic agents; Q12809; CHO-hERG, FluxOR thallium flux, dofetilide IC70 present; activation (rescue from dofetilide block), less the hit threshold, % at 10 µM; hit rate 0.51% among 310,000;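 active = activation above the mean of controls blocked by dofetilide plus 5 SD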;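 note: thallium influx through hERG after potassium depolarization seen as dye fluorescence rise; in these data hits start at about 4.7%; inactives centre near -7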
RGS4 pot: potentiators or activators of RGS4; HEK293 M3R/inducible RGS4, carbachol calcium flux Fluo4; active compounds read low; B-score at 10 µM; hit rate 0.92% among 310,000; AID 463111;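 active = B-score of the integrated calcium signal more than 4 SD below the library mean, with starting fluorescence not abnormally high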;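 note: negative B-score means reduced calcium response which marks RGS4 activation or potentiation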
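Test system: HEK293 cells with stable M3R and inducible RGS4; also added: carbachol at ECmax as muscarinic agonist stimulus; schedule: dye loading 30 min 37 °C, buffer rest 30 min RT; technique: kinetic calcium fluorescence imaging with Fluo4-AM dye, 2 µM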
GSK3A inh: blocks human GSK-3 alpha kinase; P49840; hit rate 0.1% among 320,000; ADP-Glo luminescence, 60 min; inhibition, % at 10 µM; AID 2650;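 in the data active = inhibition above about 50%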;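 note: GST-tagged GSK-3 alpha with peptide substrate and 25 µM ATP; 0% = DMSO neutral wells and 100% = GW8510 positive control wells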
KCNQ1 block: human KCNQ1 channel inhibition | P51787 | CHO-K1 KCNQ1, FluxOR thallium flux fluorescence; active compounds read high | B-score at 10 µM | hit rate 1.3% among 310,000 | AID 2642;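 active = compounds whose thallium flux B-score, printed positive for inhibition, exceeds three library SD while starting fluorescence stays within three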;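 note: channel opened by potassium depolarization with thallium stimulus after 20 min compound exposure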
KCNK9 block: blocks the human KCNK9 two-pore domain potassium channel; Q9NPC2; HEK293 KCNK9, FluxOR thallium flux fluorescence; active compounds read low; B-score at 10 µM; hit rate 1.2% among 310,000; AID 488922;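 active = ratio B-score over 3 SD below the library mean, with starting fluorescence within 5 SD of its mean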;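 note: negative B-score means less thallium flux so channel inhibition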
PolyA inhibitor: inhibitors of polyadenylation in S. cerevisiae. S. cerevisiae SKY197-pL101 polyadenylation reporter, beta-gal luminescence; efflux-impaired pdr1/pdr3 knockout yeast; score 100 = 6 SD above DMSO. calls only at 12 µM. hit rate 0.02% among 300,000. AID 1875;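 active = lowest replicate activity score at least 50, where 100 means six control SD above control mean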;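 note: yeast exposed to compound for 9 h at 30 °C; higher score means more reporter readthrough which indicates perturbed polyadenylation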
KCNK3 block: human KCNK3 channel inhibition, primary screen; CHO-KCNK3 thallium flux, FluxOR fluorescence; active compounds read low; B-score at 10 µM; AID 602410; O14649; hit rate 0.84% among 340,000;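 active = B-score under library mean minus 4 SD, starting fluorescence ratio at most library mean plus 5 SD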;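 note: more negative B-score means stronger inhibition of thallium flux through KCNK3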
Target sequence (O14649 whole entry, looked up): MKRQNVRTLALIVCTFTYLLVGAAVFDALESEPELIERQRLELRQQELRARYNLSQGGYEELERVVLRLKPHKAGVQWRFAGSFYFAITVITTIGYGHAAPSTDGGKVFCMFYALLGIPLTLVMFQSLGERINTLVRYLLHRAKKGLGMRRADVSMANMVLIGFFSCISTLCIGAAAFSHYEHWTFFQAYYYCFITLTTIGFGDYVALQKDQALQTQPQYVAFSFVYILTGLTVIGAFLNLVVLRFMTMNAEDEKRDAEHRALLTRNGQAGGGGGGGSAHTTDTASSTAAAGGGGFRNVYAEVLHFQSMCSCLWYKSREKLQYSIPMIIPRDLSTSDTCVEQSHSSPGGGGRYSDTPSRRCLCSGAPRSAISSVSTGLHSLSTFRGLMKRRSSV
An asterisk follows results filed as active; i = inactive; x = no result given. Only part of the results is shown; the hit share may differ from the screen's.

SMILES	Dyrk1A ADPGlo	RGS4 inh	GSK3B inh	KCNQ1 act	hERG rescue	RGS4 pot	GSK3A inh	KCNQ1 block	KCNK9 block	PolyA inhibitor	KCNK3 block
O=C(CCC1CCCN(C(=O)c2ccc3cc[nH]c3c2)C1)N1CCN(c2ccccn2)CC1 (configuration not stated)	-1	i	1	i	-5	i	1	i	i	i	i
Cc1cc(C)cc(NC(=O)Nc2cc(-c3ccccc3)nn2C)c1	x	i	2	i	-10	i	-2	i	i	i	i
Cc1ccccc1OCCC(=O)OCC(=O)Nc1c(C)nn(-c2ccccc2)c1C	-2	i	1	i	-15	i	2	i	i	i	i
CC(C)n1cnc2c(NCc3ccccc3)nc(NCc3ccccc3)nc21	19	i	-4	i	-5	i	0	i	i	i	i
CCCC1CC(CSC(=N)N)OC1=O (configuration not stated)	-2	i	1	i	-6	i	0	i	i	i	i
O=C(NCc1ccc(Cl)cc1)C1CCN(S(=O)(=O)c2cccs2)CC1	-2	i	0	i	-2	i	0	i	i	i	i
N=c1c(C(=O)NCc2ccco2)cc2c(=O)n3ccccc3nc2n1Cc1ccccc1	7	i	2	i	-24	i	-1	i	i	i	i
COc1cc(SC)ccc1C(=O)NCCOc1ccc(C)c(C)c1	6	i	1	i	-9	i	4	i	i	i	i
O=C(/C=C\c1ccco1)NC(=S)Nc1ccccc1O	2	i	2	i	-11	i	3	i	i	i	i
CCOC(=O)C1CCCN(C(=O)c2cc(-c3ccccc3)nc3ccccc23)C1 (configuration not stated)	1	i	1	i	-6	i	2	i	i	i	i
O=C(CC1C(=O)NCCN1Cc1c(F)cccc1Cl)NCCCOc1cccnc1 (configuration not stated)	1	i	-1	i	-5	i	0	i	i	i	i
CN(C)S(=O)(=O)c1cccc(NC(=O)COC(=O)/C=C/c2ccc(Br)o2)c1	10	i	-1	i	-5	i	-1	i	i	i	i
Nc1nccc(-c2cccs2)n1	x	i	-1	i	-1	i	1	i	i	i	i
O=C(NC1CC2CCCC(C1)N2Cc1ccccc1)c1ccc([N+](=O)[O-])cc1 (configuration not stated)	-3	i	1	i	-11	i	-3	i	i	i	i
Cc1cccc(NC(=O)COc2ccc(Br)cc2C)n1	8	i	-5	i	-2	i	-3	i	i	i	i
O=C(NC12CC3CC(CC(C3)C1)C2)c1ccc(=O)oc1	4	i	1	i	-5	i	-3	i	i	i	i
Cc1cccn2c(=O)c3cc(C(=O)N(C)C)n(C)c3nc12	2	i	-3	i	-3	i	-1	i	i	i	i
O=C(COc1ccccc1)Nc1ccncc1Cl	12	i	-12	i	-8	i	6	i	i	i	i
CC(=O)c1ccc(OCCCC(=O)NCCc2ccc(C(F)(F)F)cc2)cc1	-2	i	0	i	-8	i	-1	i	i	i	i
COc1cc(/C=C2\C(=O)ON=C2c2ccccc2)cc(OC)c1OC	-3	i	2	i	-8	i	-8	i	i	i	i
O=C(CCl)N1CCN(S(=O)(=O)c2ccc3ccccc3c2)CC1	-2	i	-1	i	-7	i	1	i	i	i	i
CCOC(=O)COc1nc(-c2ccccc2)cc(-c2ccco2)c1C#N	x	i	0	i	-5	-7.7*	2	i	-8.2*	i	i
O=S(=O)(c1ccc(NC(=S)N2CCN(c3ccccc3F)CC2)cc1)N1CCOCC1	-1	i	1	i	-3	i	-2	i	i	i	i
CCc1ccccc1NNC(=O)CCc1ccccc1	x	i	-1	i	-6	i	-2	i	i	i	i
CCc1nc(Nc2cccc(O)c2)c2oc3ccccc3c2n1	62*	i	-1	i	-5	i	2	i	i	i	i
Cc1cc(F)c(F)c(C(=O)N2CCOCC2)c1Cl	-1	i	0	i	-10	i	-1	i	i	i	i
COc1ccc(CCNC(=O)CC(NC(=O)c2ccccc2Cl)c2ccccc2)cc1 (configuration not stated)	-3	i	1	i	-10	i	-2	i	i	x	i
CCCCOc1ccc(C(=O)Oc2cccnc2)cc1	-3	i	-3	i	-7	i	-2	i	i	i	i
CCC(=O)NCCc1nc2ccccc2n1Cc1ccc(C)cc1	0	i	1	i	-14	i	1	i	i	i	i
COc1ccccc1N(CC(=O)NCCSCc1cccc(C)c1)S(=O)(=O)c1ccccc1	7	i	-2	i	-18	-8.6*	-1	9*	-16*	i	-13*
O=C(C1CC1)N1CCc2cc(Br)cc(S(=O)(=O)NCCCN3CCCCC3)c21	-11	i	-1	i	-1	i	0	i	i	i	i
Cc1ccccc1C(=O)NC1CCN(C(=O)Nc2ccc(F)cc2)CC1	-5	i	1	i	1	i	-1	i	i	i	i
CNC(=S)NNc1nc(C)cc(C)n1	-1	i	1	i	-14	i	-1	i	i	i	i
Cc1ccc(Sc2c(C)nn(C(=O)c3cccc(S(=O)(=O)N4CCOCC4)c3)c2C)cc1	-1	i	-2	i	-14	i	-2	i	i	i	i
O=C(O)c1cc(-c2cc(C(=O)O)c3ccccc3n2)nc2ccccc12	x	i	0	i	-1	i	-5	i	i	i	x
Cc1csc2nc(O)c(C(=O)NCCN3CCOCC3)c(=O)n12	-13	i	0	i	-11	i	0	i	i	i	i
C=C(C)CSc1nnc([C@@H]2CCCN2C(=O)OC(C)(C)C)o1	5	i	3	i	-6	i	-3	i	i	i	i
O=C1CN(c2ccccc2)C(=S)N1C(=O)c1ccc(Br)cc1	7	i	-2	i	-1	i	-1	i	i	i	i
CCN(C(=O)c1ccc2c(OC)n(CC)nc2c1)c1ccc(OC)cc1	-1	i	1	i	-1	i	-1	i	i	i	i
Cn1c(CCCNC(=O)c2cccs2)nc2ccccc21	1	i	5	i	0	i	-1	i	i	i	i
Cc1ccc(C(=O)NCCCc2ccccc2)s1	-5	i	-2	i	0	i	-2	i	i	i	i
Cc1nnsc1C(=O)N/N=C/c1c(F)cccc1Cl	-13	i	2	i	-9	i	-2	i	i	i	i
CCOC(=O)C(=CNc1ccc(Oc2cncc(Cl)c2)nc1)C(=O)OCC	-45	i	2	i	-4	i	-2	i	i	i	i
O=Cc1cnc(N2CCCCC2)s1	-3	i	0	i	-17	i	-1	i	i	i	i
O=C1/C(=C/c2ccncc2)SC(=S)N1N1CCOCC1	-3	i	0	i	-6	i	-1	i	i	i	i
CCOc1nc(NCCO)nc(Nc2cc(Cl)ccc2OC)n1	-3	i	-5	i	-14	i	0	i	i	i	i
COc1ccc(C)cc1NC(=O)C1CCN(C(=O)c2ccco2)CC1	10	i	2	i	-8	i	-3	i	i	i	i
CC(C)(C)NC(=O)c1cnn2c1NC(c1ccc(F)cc1)CC2C(F)(F)F (configuration not stated)	6	i	0	i	-9	i	0	i	i	i	i
COc1ccc(NC(=O)CCNS(=O)(=O)c2cc(Br)cnc2N)cc1OC	3	i	-1	i	-7	i	-5	i	i	i	i
CC(=O)n1c(-c2ccccc2)c(-c2ccccc2)n(C)c1=O	-1	i	2	i	-9	i	-4	i	i	i	i
O=C(NCC(=O)N(c1cccnc1)C(C(=O)NC1CCCC1)c1cccs1)c1ccco1 (configuration not stated)	-8	i	-1	i	-5	i	-1	i	i	i	i
COc1ccc(NC(=O)CSc2ccc(-c3cccnc3)nn2)c(OC)c1	3	i	0	i	-2	i	0	i	i	i	i
CCNC(=S)N1CCN(S(=O)(=O)c2ccc(C)cc2)CC1	x	i	2	i	-9	i	-4	i	i	i	i
Cc1ccccc1CN1[C@@H](C(C)C)COCCS1(=O)=O	4	i	4	i	-4	i	2	i	i	i	i
Cc1cc(C)c(C)c(S(=O)(=O)N(C)C2CCN(C)CC2)c1C	-1	i	1	i	-2	i	-2	i	i	i	i
Nc1c(C(=O)c2cccs2)oc2ccccc12	12	i	0	i	-12	i	-1	i	i	i	i
Cc1cc(OCC(=O)NCCc2cccc(F)c2)c2c(C)cc(=O)oc2c1	3	i	3	i	-6	i	-3	i	i	i	i
CC1CN(C(=O)c2ccc(S(=O)(=O)Nc3ccccc3Cl)cc2)CC(C)O1 (configuration not stated)	-4	i	1	i	-4	i	0	i	i	i	i
COc1cc(C(=O)NCCc2ccc(F)cc2)c([N+](=O)[O-])cc1OC	-3	i	1	i	-8	i	0	i	i	i	i
CCOc1ccc(-c2c(C(=O)N/N=C/c3ccc(Cl)cc3)nnn2-c2nonc2N)cc1	x	i	0	i	-7	i	0	i	i	i	i

Overlap with the part before: 2 compounds; new compounds follow.
SMILES	Dyrk1A ADPGlo	RGS4 inh	GSK3B inh	KCNQ1 act	hERG rescue	RGS4 pot	GSK3A inh	KCNQ1 block	KCNK9 block	PolyA inhibitor	KCNK3 block
COc1cc(C(=O)NCCc2ccc(F)cc2)c([N+](=O)[O-])cc1OC	-3	i	1	i	-8	i	0	i	i	i	i
CCOc1ccc(-c2c(C(=O)N/N=C/c3ccc(Cl)cc3)nnn2-c2nonc2N)cc1	x	i	0	i	-7	i	0	i	i	i	i
CC(C)CNC(=O)COC(=O)CCC(=O)c1ccc(F)cc1	-1	i	0	i	-4	i	0	i	i	i	i
O=C(Nc1ccc(S(=O)(=O)Nc2cnc3ccccc3n2)cc1)c1ccc(Br)o1	1	i	1	i	-2	i	-4	i	i	i	i
N#Cc1c(Nc2ccccc2)s[nH]c1=O	7	i	-4	i	-5	i	1	i	i	i	i
O=C(c1ccc(NS(=O)(=O)c2ccc3[nH]c(=O)[nH]c3c2)cc1)N1CCCCC1	-3	i	-1	i	-6	i	9	i	i	i	i
O=C(CC(=O)Nc1cccnc1)Nc1cccnc1	1	i	-1	i	-2	i	-1	i	i	i	i
O=C(CSc1nnc(CNC(=O)c2c(F)cccc2F)o1)NCCc1ccccc1	4	i	-1	i	-2	i	2	i	i	i	i
Fc1ccc(Oc2cnc3ccccc3n2)cc1	-4	i	0	i	-5	i	-1	i	i	i	i
COc1cc(C2NC(=S)NC3=C2CCc2ccccc23)cc(OC)c1OC (configuration not stated)	7	i	1	i	-6	i	2	i	i	i	i
O=C(N[C@@H](Cc1ccc(O)cc1)C(=O)O)c1ccc(C(F)(F)F)cc1	-1	i	-4	i	-8	i	1	i	i	i	i
COc1cc(C(=O)N2CCN(C(=O)C3COc4ccccc4O3)CC2)cc(OC)c1OC (configuration not stated)	0	i	1	i	-10	i	-1	i	i	i	i
CC(C)(C)c1csc(NC(=O)c2ccc(Cl)s2)n1	-2	i	0	i	-12	i	-1	i	i	i	i
